NLRP3 yeast inh: NALP3 inhibition in yeast. AID 2825. inhibition, % at 10 µM. Yeast reconstituted NLRP3/ASC/caspase-1, beta-gal luminescence, 24 h. actives 0.39% (n = 330,000);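 active = inhibition of 50% or more; inactive = inhibition below 50%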;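 also: plate controls were induced DMSO wells for no effect and uninduced yeast grown without galactose for full effect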
SENP6 block: SENP6 protease inhibition | inhibition, % at 10 µM | actives 1.8% (n = 330,000) | Recombinant SENP6 catalytic domain, aminoluciferin luminescence | Q9GZR1;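 active = inhibition above about 50% at the single tested dose, limit read from the data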;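 also: plate controls were DMSO wells with enzyme for no effect and DMSO wells lacking enzyme for full effect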
HKDC1 inh: blocks human hexokinase HKDC1 activity | Q2TB90 | recombinant HKDC1, G6PDH/diaphorase resazurin coupled fluorescence | inhibition, % at 20 µM | actives 0.16% (n = 340,000) | AID 493160;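 active = inhibition above about 35% when tested at 20 µM, limit read from the data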;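 also: plate controls were DMSO wells with enzyme for no effect and DMSO wells lacking enzyme for full effect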
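Assay system: recombinant HKDC1 hexokinase; detection: coupled resazurin fluorescence, excitation 525 nm, emission 613 nm; benchmarks: DMSO-plus-enzyme-mix negative control, buffer-substituted positive control; compound dosing: single 20 µM dose; schedule: 90 min at room temperature in dark; also added: glucose plus 1 mM ATP as hexokinase substrates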
SENP8 block-1: inhibitors of human SENP8 protease | AID 2540 | Q96LD8 | actives 1.2% (n = 330,000) | inhibition, % at 10 µM | purified SENP8, Z-RLRGG-aminoluciferin cleavage, luminescence; in the data active = inhibition above about 50%
Target sequence (Q96LD8 whole entry, looked up): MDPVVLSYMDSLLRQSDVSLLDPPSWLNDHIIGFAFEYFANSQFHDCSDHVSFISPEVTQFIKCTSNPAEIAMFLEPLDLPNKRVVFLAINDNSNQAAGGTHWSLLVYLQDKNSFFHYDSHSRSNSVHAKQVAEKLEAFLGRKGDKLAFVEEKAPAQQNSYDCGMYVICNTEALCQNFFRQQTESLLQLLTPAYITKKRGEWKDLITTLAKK
SENP7 inh: blocks the human protease SENP7. inhibition, % at 5 µM. actives 1.5% (n = 330,000). recombinant SENP7, Z-RLRGG-aminoluciferin luminescence, 40 min. Q9BQF6;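 active = inhibition above about 50% at the single test dose, limit read from the data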;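 also: plate controls were DMSO with enzyme for no effect and no enzyme buffer wells for full effect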
Target sequence (Q9BQF6 706-1050 limits assumed): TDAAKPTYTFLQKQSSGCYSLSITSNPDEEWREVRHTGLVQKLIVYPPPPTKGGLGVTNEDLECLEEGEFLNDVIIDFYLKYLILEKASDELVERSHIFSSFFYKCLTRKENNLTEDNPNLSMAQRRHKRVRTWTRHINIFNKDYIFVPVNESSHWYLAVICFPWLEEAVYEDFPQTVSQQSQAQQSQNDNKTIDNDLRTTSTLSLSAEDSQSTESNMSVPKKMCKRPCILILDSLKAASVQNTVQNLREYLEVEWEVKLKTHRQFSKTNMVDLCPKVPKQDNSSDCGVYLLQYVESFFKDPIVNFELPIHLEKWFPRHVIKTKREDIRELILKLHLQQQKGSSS
SENP1 inh: blocks the human SENP1 SUMO protease catalytic domain | Q9P0U3 | recombinant SENP1 catalytic domain, CyPet-SUMO1-YPet FRET cleavage | inhibition, % at 10 µM | actives 0.21% (n = 360,000) | AID 624204;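 active = inhibition at least 30% at 10 µM, raw YFP signal under a set limit, fluorescence ratio 0.5 to 1.5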;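 also: 0% = enzyme with DMSO and 100% = no enzyme wells; some results filed as inactive read as strong as hits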
Target sequence (Q9P0U3 419-644 limits assumed): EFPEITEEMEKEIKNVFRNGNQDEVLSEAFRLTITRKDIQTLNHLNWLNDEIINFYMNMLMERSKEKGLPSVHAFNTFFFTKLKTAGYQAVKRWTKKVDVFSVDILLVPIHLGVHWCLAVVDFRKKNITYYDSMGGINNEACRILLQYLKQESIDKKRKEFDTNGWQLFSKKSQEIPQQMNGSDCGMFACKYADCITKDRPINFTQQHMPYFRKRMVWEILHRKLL
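Test system: hSENP1 catalytic domain, recombinant; Amount: 20 pM final SENP1 enzyme; Medium: Tris pH 8 buffer plus EDTA, NaCl, BME, BSA, NP40, catalase; Schedule: 50 min enzyme reaction, room temperature, light-protected; Technique: FRET fluorescence in CFP and YFP emission channels; Controls: no-enzyme wells low, DMSO-plus-enzyme wells high control.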
Apaf-1 inh: inhibitors of human Apaf-1 apoptosome; O14727; AID 489030; actives 0.71% (n = 330,000); inhibition, % at 20 µM; reconstituted apoptosome caspase-3 activity, DEVD-Rh110 fluorescence; active = inhibition of at least 40% at 20 µM;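 also: plate controls were DMSO wells for no effect and DEVD-CHO caspase inhibitor wells for full effect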
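Material: reconstituted apoptosome with Apaf-1, cytochrome c, caspase-9, procaspase-3, dATP / Buffer or medium: pH 7.5 Hepes buffer with CHAPS, BSA, DTT / Also added: cytochrome c with DEVD-Rh110 / Schedule: compound with Apaf-1, dATP, procaspase-3 30 min, then 50 min reaction, room temperature / Technique: rhodamine 110 fluorescence at Ex 480/Em 540 nm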
PfG6PD inh: PfG6PD (Plasmodium falciparum) enzyme inhibition; PfGluPho enzyme, NADPH resazurin-diaphorase fluorescence; inhibition, % at 20 µM; actives 0.78% (n = 350,000); AID 504690;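 active = inhibition reaching at least a set limit at 20 µM in the primary screen, cut at about 59% in these data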;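 also: 0% = DMSO wells with substrate and 100% = DMSO wells lacking glucose-6-phosphate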
SENP8 block-2: blocks human SENP8 cleavage of Nedd8 substrate; Q96LD8; recombinant SENP8, Nedd8 substrate fluorescence; inhibition, % at 20 µM; actives 0.64% (n = 360,000); AID 602440; in the data active = inhibition mostly above about 40%, no sharp cut-off; inactive = mostly below about 27%
* hit, by the source's call; nt = no result given.

SMILES	NLRP3 yeast inh	SENP6 block	HKDC1 inh	SENP8 block-1	SENP7 inh	SENP1 inh	Apaf-1 inh	PfG6PD inh	SENP8 block-2
Cc1cccc(NC(=O)COc2coc(CN3CCN(Cc4ccccc4)CC3)cc2=O)c1	29.2	-12.4	-5.4	1.0	7.3	4.0	3.7	-10.9	3.5
Cn1c(=O)c2c(ncn2CCC(=O)N/N=C/c2ccccc2)n(C)c1=O	10.8	-26.5	-1.1	3.1	3.1	4.2	-3.9	49.2	7.2
CCN(Cc1ccccc1)C(=O)c1cccc(S(=O)(=O)N2CCN(c3ccc(F)cc3)CC2)c1	18.6	-8.5	-1.9	-11.8	9.4	0.7	42.1*	4.8	12.4
CCCN(CCC)CCCNC(=O)C1c2cc(OC)c(OC)cc2C(=O)N(C)C1c1cccnc1 (stereo not drawn)	-1.5	6.1	0.7	-9.8	-13.3	-0.7	-0.8	0.1	9.2
Cc1ccc(-c2nn3c(C)nnc3c3ccccc23)cc1S(=O)(=O)NCCO	3.9	-4.8	3.2	5.3	9.0	0.7	20.5	-13.8	-41.1
Cc1c(-c2nc(-c3cccnc3)no2)cccc1[N+](=O)[O-]	22.0	3.4	-3.7	-12.0	-7.0	0.8	16.0	-5.2	-0.6
CCN1CCN(C(=S)NCC2CCCO2)CC1 (stereo not drawn)	8.1	3.9	-10.2	-4.3	0.6	2.0	-6.6	-10.5	14.3
O=C(CN1CCCCCC1)N/N=C/c1cccc(Cl)c1	20.2	-0.2	-10.2	0.9	-1.4	-2.4	2.4	10.9	3.5
Nc1ccn(C2CCCCO2)c(=O)n1 (stereo not drawn)	nt	nt	-3.9	nt	nt	0.9	nt	-0.3	4.9
Cc1ccc(S(=O)(=O)NCC(=O)NCCc2c[nH]c3ccccc23)cc1C	5.5	-6.6	-1.0	-5.3	-6.8	-5.1	-2.0	10.5	-12.6
COc1cc(C(C)=O)ccc1OCC(=O)Nc1cc(C)on1	10.5	-19.4	-3.9	-11.9	-12.3	0.0	-1.6	-2.0	9.0
O=C(N/N=C/c1ccco1)c1ccccn1	2.5	-15.0	-7.2	1.7	1.3	-0.5	-22.9	-10.6	-2.8
Cc1ccc(S(=O)(=O)N2CCN(C(=O)c3sccc3-c3ccccc3)CC2)cc1	9.3	9.6	1.4	2.9	-5.9	1.6	2.5	-2.0	3.8
COc1cc2c(cc1OC)CN(C(=O)CN1C(=O)c3ccc([N+](=O)[O-])cc3C1=O)CC2	17.8	18.7	2.6	-0.4	11.5	3.8	5.1	-4.9	17.8
c1ccc2sc(SCc3ccc(-c4nnco4)cc3)nc2c1	29.8	96.0*	2.2	88.6*	88.5*	-1.0	18.2	-17.7	-8.6
COc1ccc(NC(=O)/C(C#N)=C/c2cc(C)n(-c3ccc(N4CCOCC4)c([N+](=O)[O-])c3)c2C)cc1	-1.3	4.1	-14.7	1.7	4.6	-1.6	2.5	7.1	11.7
CC(C)C[C@@H](CN)NC(=O)c1nc[nH]c1C(=O)N[C@@H](C)C(=O)CNC[C@H](CC(C)C)NC(=O)c1nc[nH]c1C(=O)N[C@@H](Cc1ccccc1)C(=O)O	nt	nt	17.4	nt	nt	-1.0	nt	12.6	14.9
O=C(COc1ccccc1C(=O)Nc1ccccc1)c1ccc(Br)cc1	8.7	4.0	-5.1	5.3	5.0	1.5	3.0	-9.8	2.6
CCC(=O)Nc1c(C)c(CC)nc2ccccc12	14.3	-4.7	1.5	9.0	0.8	0.5	13.4	-2.2	8.1
NNC(=O)c1cc(Br)cs1	3.8	12.9	-3.0	-0.5	-0.3	0.1	3.1	10.4	-10.5
Cn1nnnc1SCc1nnc(-c2ccc(Cl)cc2)o1	10.3	-15.3	-4.3	0.3	4.9	1.6	-6.7	-18.6	21.7
CCc1ccc(N=C2NC(=O)/C(=C/c3ccc(OCC(=O)O)cc3)S2)cc1	3.8	2.0	9.5	-5.3	-10.1	-16.5	10.9	-13.1	-121.2
Nc1c(C(=O)Nc2ccc3c(c2)OCCO3)nnn1CCc1ccccc1	-6.3	-6.1	-0.6	-17.1	-15.6	0.7	1.7	27.3	17.0
O=C1OC[C@@H]2CCCN2C(=O)[C@H](CC(=O)N(CCO)Cc2ccccc2)C/C=C\C[C@H]1Cc1ccc(F)cc1	21.8	8.1	-0.3	-2.7	10.1	2.8	15.4	-5.0	8.3
Cn1ncc(Br)c1C(=O)NC(=S)N1CCN(c2ccccn2)CC1	3.4	-3.6	6.4	-2.2	4.8	2.4	5.2	-9.9	11.2

A different layout for 14 compounds above:
structure,NLRP3 yeast inh,SENP6 block,HKDC1 inh,SENP8 block-1,SENP7 inh,SENP1 inh,Apaf-1 inh,PfG6PD inh,SENP8 block-2
O=C(N/N=C/c1ccco1)c1ccccn1,2.5,-15.0,-7.2,1.7,1.3,-0.5,-22.9,-10.6,-2.8
Cc1ccc(S(=O)(=O)N2CCN(C(=O)c3sccc3-c3ccccc3)CC2)cc1,9.3,9.6,1.4,2.9,-5.9,1.6,2.5,-2.0,3.8
COc1cc2c(cc1OC)CN(C(=O)CN1C(=O)c3ccc([N+](=O)[O-])cc3C1=O)CC2,17.8,18.7,2.6,-0.4,11.5,3.8,5.1,-4.9,17.8
c1ccc2sc(SCc3ccc(-c4nnco4)cc3)nc2c1,29.8,96.0*,2.2,88.6*,88.5*,-1.0,18.2,-17.7,-8.6
COc1ccc(NC(=O)/C(C#N)=C/c2cc(C)n(-c3ccc(N4CCOCC4)c([N+](=O)[O-])c3)c2C)cc1,-1.3,4.1,-14.7,1.7,4.6,-1.6,2.5,7.1,11.7
CC(C)C[C@@H](CN)NC(=O)c1nc[nH]c1C(=O)N[C@@H](C)C(=O)CNC[C@H](CC(C)C)NC(=O)c1nc[nH]c1C(=O)N[C@@H](Cc1ccccc1)C(=O)O,nt,nt,17.4,nt,nt,-1.0,nt,12.6,14.9
O=C(COc1ccccc1C(=O)Nc1ccccc1)c1ccc(Br)cc1,8.7,4.0,-5.1,5.3,5.0,1.5,3.0,-9.8,2.6
CCC(=O)Nc1c(C)c(CC)nc2ccccc12,14.3,-4.7,1.5,9.0,0.8,0.5,13.4,-2.2,8.1
NNC(=O)c1cc(Br)cs1,3.8,12.9,-3.0,-0.5,-0.3,0.1,3.1,10.4,-10.5
Cn1nnnc1SCc1nnc(-c2ccc(Cl)cc2)o1,10.3,-15.3,-4.3,0.3,4.9,1.6,-6.7,-18.6,21.7
CCc1ccc(N=C2NC(=O)/C(=C/c3ccc(OCC(=O)O)cc3)S2)cc1,3.8,2.0,9.5,-5.3,-10.1,-16.5,10.9,-13.1,-121.2
Nc1c(C(=O)Nc2ccc3c(c2)OCCO3)nnn1CCc1ccccc1,-6.3,-6.1,-0.6,-17.1,-15.6,0.7,1.7,27.3,17.0
O=C1OC[C@@H]2CCCN2C(=O)[C@H](CC(=O)N(CCO)Cc2ccccc2)C/C=C\C[C@H]1Cc1ccc(F)cc1,21.8,8.1,-0.3,-2.7,10.1,2.8,15.4,-5.0,8.3
Cn1ncc(Br)c1C(=O)NC(=S)N1CCN(c2ccccn2)CC1,3.4,-3.6,6.4,-2.2,4.8,2.4,5.2,-9.9,11.2

Two of these compounds in a different format:
> CCc1ccc(N=C2NC(=O)/C(=C/c3ccc(OCC(=O)O)cc3)S2)cc1
  NLRP3 yeast inh: 3.8
  SENP6 block: 2.0
  HKDC1 inh: 9.5
  SENP8 block-1: -5.3
  SENP7 inh: -10.1
  SENP1 inh: -16.5
  Apaf-1 inh: 10.9
  PfG6PD inh: -13.1
  SENP8 block-2: -121.2
> Nc1c(C(=O)Nc2ccc3c(c2)OCCO3)nnn1CCc1ccccc1
  NLRP3 yeast inh: -6.3
  SENP6 block: -6.1
  HKDC1 inh: -0.6
  SENP8 block-1: -17.1
  SENP7 inh: -15.6
  SENP1 inh: 0.7
  Apaf-1 inh: 1.7
  PfG6PD inh: 27.3
  SENP8 block-2: 17.0
